Screening data: PubChem BioAssay, several laboratories
NOD1 inhibition – inhibition of NOD1-driven NF-kB reporter – cell-based, luminescence, uHTS, primary screen (AID 1578). NOD1-driven NF-kB luciferase reporter cells, luminescence; higher % means a stronger effect. one-dose inhibition, % at 4 µM; EC50 in µM for titrated hits. 1% of 290,000 active; in the data active = inhibition mostly above about 36%, no sharp cut-off; inactive = mostly below about 34%;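 note: HEK-293T reporter cells stimulated with the NOD1 agonist gamma-tri-DAP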
KOR beta-arrestin-1 – KOR agonists, beta-arrestin recruitment, primary screen, cell-based, luminescence, uHTS (AID 1777) | KOR beta-arrestin recruitment, luminescence; higher % means a stronger effect | activation, % at 10 µM; hits with a dose series show EC50 in µM | 0.02% of 280,000 active; in the data active = activation above about 50%, passing the limit was not always enough; note: a part of the inactive calls stands beside numbers as strong as those of hits
NOD2 inhibition – NOD2 signaling inhibitors, cell-based, luminescence, uHTS, HEK293 (AID 1566) | HEK293 NOD2/NF-kB luciferase reporter, luminescence; higher % means a stronger effect | 0.63% of 290,000 active | inhibition, % at 4 µM; hits with a dose series show EC50 in µM; note: many of its hits are not listed in these tables
Myeloid diff MLP – promotes myeloid progenitor differentiation. 1% of 360,000 active. AID 624256. calls only at 10 µM. ER-HoxA9 myeloid progenitors, lysozyme-GFP differentiation, flow cytometry;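 active = normalized GFP-positive differentiation at or above the plate's own cutoff, the solvent-only control mean plus 3 SD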;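 note: cells exposed to compound for four days before flow analysis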
KOR beta-arrestin-2 – kappa opioid receptor blockers – cell-based, luminescence, uHTS (AID 1778). KOR beta-arrestin recruitment, luminescence, antagonist mode; higher % means a stronger effect. one-dose inhibition, % at 10 µM; IC50 in µM for titrated hits. 0.091% of 290,000 active; note: strong numbers were not always called active
GPR55 LPI antagonism – GPR55 antagonists blocking LPI-driven arrestin recruitment, primary screen, imaging, U2OS, beta-arrestin-GFP, LPI agonist (AID 2013) | U2OS GPR55 beta-arrestin-GFP translocation imaging, LPI antagonism; higher % means a stronger effect | one-dose inhibition, % at 10 µM; IC50 in µM for titrated hits | 0.13% of 290,000 active;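 active = spots per cell inhibited over 60%, with over 100 cells counted and total cytoplasm intensity under 500,000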;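 note: U2OS cells stably carrying GPR55 and arrestin-GFP stimulated by 5 µM LPI near EC80; imaged beta-arrestin-GFP aggregate spots per cell after agonist stimulation; plate controls were LPI-stimulated DMSO wells for no effect and DMSO wells without LPI for full effect; some results filed as inactive read as strong as hits; confirmed hits need IC50 under 10 µM and bright autofluorescent wells are also inconclusive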
HIV peptide binding – cell-free HIV fusion peptide-binding blockers – biochemical, uHTS, fluorescence dequenching, primary screen (AID 1986); 0.3% of 290,000 active; cell-free peptide binding, fluorescence dequenching, 30 min; higher % means a stronger effect; inhibition, % at 20 µM, or IC50 in µM where a hit was titrated; in the data active = inhibition mostly above about 52%, no sharp cut-off; inactive = mostly below about 76%; note: some results filed as inactive read as strong as hits
GPR55 beta-arrestin – selective activators of receptor GPR55 – imaging, U2OS cells, beta-arrestin-GFP redistribution, primary screen (AID 1961) | U2OS GPR55 beta-arrestin-GFP redistribution imaging; higher % means a stronger effect | one-dose activation, % at 10 µM; EC50 in µM for titrated hits | 0.048% of 290,000 active;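 active = activation above 40% with more than 50 cells counted in the well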;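 note: U2OS osteosarcoma cells stably expressing GPR55 and beta-arrestin-GFP; plate controls were DMSO negative control for no effect and LPI positive control for full effect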
GPR35 arrestin U2OS – GPR35 antagonists blocking zaprinast-driven arrestin recruitment, primary screen, imaging, U2OS, beta-arrestin-GFP, zaprinast agonist (AID 2058). U2OS GPR35 beta-arrestin-GFP translocation imaging, zaprinast antagonism; higher % means a stronger effect. one-dose inhibition, % at 10 µM; IC50 in µM for titrated hits. 0.052% of 290,000 active;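 active = inhibition of at least 50% with at least 30 cells and total cytoplasm GFP at most 10,000,000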
Myeloid diff MLP GFP+ MAC1+ % – also measured in Myeloid diff MLP; calls as there; GFP+ MAC1+ double positive, %; measured here: differentiation confirmed by MAC1 staining
* marks the source's active call; other numbers are inactive results; i = inactive; nt = not tested or not shown; + = active, no number; [ ] = dose if it differs, or a comment. Cut-off read from the data, not from the text of the source, unless noted: active = inhibition above about 50%; inactive = the rest.

SMILES	NOD1 inhibition	KOR beta-arrestin-1	NOD2 inhibition	Myeloid diff MLP	Myeloid diff MLP GFP+ MAC1+ %	KOR beta-arrestin-2	GPR55 LPI antagonism	HIV peptide binding	GPR55 beta-arrestin	GPR35 arrestin U2OS
CCC(C(=O)NC1CCCC1)N(C(=O)c1snc(C(N)=O)c1N)c1ccc(C)cc1C (centres undefined)	-27%	3.3%	-2%	i	0.9	-65%	7%	0.8%	0.2%	4%
Cc1nnc(SCC(=O)N/N=C/c2cn(-c3ccccc3)nc2-c2ccccc2)n1-c1ccccc1	18%	-11%	-9%	i	0.4	10%	10%	-1.2%	0.0%	24%
COc1ccc(/C=C/c2ccncc2)c2ccccc12	-2%	-4.4%	-7%	i	1.4	-32%	-3%	0.1%	0.4%	11%
Cc1nn(C)c(C(=O)N/N=C/c2cccc3ccccc23)c1Cl	-24%	8.8%	-1%	i	0.3	24%	11%	-2.1%	0.4%	8%
CCOC(=O)c1cnc(SCC(=O)NNC(=O)c2ccco2)nc1N	-18%	-2.0%	18%	i	0.4	-12%	-4%	-0.9%	-0.3%	-17%
CCOc1ccc(CNC(=O)CCS(=O)(=O)c2ccc3c(c2)NC(=O)CO3)cc1OC	8%	-0.2%	5%	i	6.0	-29%	0%	1.0%	-0.1%	-7%
COc1cc(/C=C2\SC(N)=NC2=O)cc(Cl)c1O	-12%	-4.6%	-6%	i	1.1	10%[20 µM]	-7%	12%	0.0%	-36%
Cc1ccc(NC(=O)CCN2C(=O)C3C4CCC(C4)C3C2=O)cc1Cl (centres undefined)	-15%	2.4%	7%	i	1.0	15%	10%	0.4%	-0.1%	-2%
Cn1c(=O)c2sccc2n(Cc2ccccc2)c1=O	-21%	0.4%	8%	i	0.4	-9%[20 µM]	-8%	-1.8%	0.5%	-4%
CN(c1ccccc1)S(=O)(=O)c1ccc(NC(=O)c2ccc(-c3ccccc3)cc2)cc1	63%	4.0%	46%	i	9.8	-8%	4%	-0.3%	2.0%	9%
CC(Oc1ccc(Cl)cc1)C(=O)Nc1nccs1 (centres undefined)	0%	4.3%	0%	i	0.6	-34%	0%	-1.7%	-0.3%	12%
NC(=O)C1CCN(C(=O)/C=C/c2ccco2)CC1	-24%	0.3%	-1%	i	0.9	-58%	12%	1.4%	-0.1%	6%
CC1CCCCC1NC(=O)c1nnc(Cc2ccc(Cl)cc2)o1 (centres undefined)	-16%	2.6%	12%	i	2.5	-6%	6%	3.1%	0.3%	-8%
CC(C)(C)OC(=O)N1CCC(CNC(=O)Nc2ccccc2)CC1	-2%	5.5%	10%	i	0.6	4%	11%	-1.1%	0.4%	2%
COc1ccc(C2=NN(C(=O)CSc3nnc(-c4ccccc4F)o3)C(c3ccco3)C2)cc1 (centres undefined)	10%	-3.0%	17%	i	2.1	-13%	6%	1.3%	0.2%	-5%

Part of the list above, with two lines to a compound:
Screens in order – NOD1 inhibition | KOR beta-arrestin-1 | NOD2 inhibition | Myeloid diff MLP | Myeloid diff MLP GFP+ MAC1+ % | KOR beta-arrestin-2 | GPR55 LPI antagonism | HIV peptide binding | GPR55 beta-arrestin | GPR35 arrestin U2OS
- CN(c1ccccc1)S(=O)(=O)c1ccc(NC(=O)c2ccc(-c3ccccc3)cc2)cc1
  63% | 4.0% | 46% | i | 9.8 | -8% | 4% | -0.3% | 2.0% | 9%
- CC(Oc1ccc(Cl)cc1)C(=O)Nc1nccs1 (centres undefined)
  0% | 4.3% | 0% | i | 0.6 | -34% | 0% | -1.7% | -0.3% | 12%
- Cc1nn(C)c(C(=O)N/N=C/c2cccc3ccccc23)c1Cl
  -24% | 8.8% | -1% | i | 0.3 | 24% | 11% | -2.1% | 0.4% | 8%
- CC(C)(C)OC(=O)N1CCC(CNC(=O)Nc2ccccc2)CC1
  -2% | 5.5% | 10% | i | 0.6 | 4% | 11% | -1.1% | 0.4% | 2%
- COc1cc(/C=C2\SC(N)=NC2=O)cc(Cl)c1O
  -12% | -4.6% | -6% | i | 1.1 | 10%[20 µM] | -7% | 12% | 0.0% | -36%
- COc1ccc(C2=NN(C(=O)CSc3nnc(-c4ccccc4F)o3)C(c3ccco3)C2)cc1 (centres undefined)
  10% | -3.0% | 17% | i | 2.1 | -13% | 6% | 1.3% | 0.2% | -5%

(more compounds)
SMILES	NOD1 inhibition	KOR beta-arrestin-1	NOD2 inhibition	Myeloid diff MLP	Myeloid diff MLP GFP+ MAC1+ %	KOR beta-arrestin-2	GPR55 LPI antagonism	HIV peptide binding	GPR55 beta-arrestin	GPR35 arrestin U2OS
Cc1cc(C)c2[nH]c(=S)cc(C)c2c1	-7%	-2.3%	-6%	i	1.3	-36%	2%	2.9%	-0.2%	-7%
O=C(C(c1ccccc1)c1ccccc1)N1CCN(c2ccccn2)CC1	-2%	0.7%	-21%	i	0.6	-30%	1%	-0.4%	0.1%	2%
CCOc1ccc(C(=O)NC2CCN(S(=O)(=O)CC)CC2)cc1	-5%	-3.7%	12%	i	0.9	-6%	5%	-3.2%	-0.4%	14%
C[C@H]1CCC[C@@]2(O[C@@H](CCO)C[C@@H](O)[C@@H]2O)O1	-3%	-2.1%	-24%	i	3.3	nt	3%	-1.0%	-0.2%	2%
Cc1ccc(/C=C2\SC(=S)N(CCC(=O)NNC(=O)c3ccccc3O)C2=O)cc1	-25%	-1.7%	13%	i	2.3	-39%	16%	4.6%	-0.2%	-1%
O=C(O)C1C2C=CC(O2)C1C(=O)NCc1ccc(Cl)cc1 (centres undefined)	-12%	-3.0%	6%	i	0.5	26%	4%	-1.5%	0.2%	4%
O=C(Nc1ncc([N+](=O)[O-])s1)c1ccco1	-66%	10%	-27%	i	0.1	6%	10%	1.5%	-0.1%	-11%
COc1ccccc1N1CCN(C(=O)C(C)CS(=O)(=O)c2ccc3c(c2)NC(=O)CS3)CC1 (centres undefined)	-42%	-7.0%	6%	i	0.4	-20%	18%	7.0%	0.1%	5%
Cn1cccc1/C=C(\C#N)C(N)=S	1%	-0.9%	12%	i	1.7	18%	6%	-1.0%	-0.1%	-2%
CCCN1C(=O)c2cccc3c(N4CCCCC4)ccc(c23)C1=O	-25%	8.2%	-39%	+	3.5*	13%	12%	150%	0.0%	30%
COc1ccc(C(=O)/C=C/Nc2ccc(S(=O)(=O)Nc3onc(C)c3C)cc2)cc1	-20%	3.6%	-11%	i	0.4	-23%	5%	12%	-0.3%	nt
O=C(CSc1nc2sc3c(c2c(=O)n1-c1ccccc1)CCCC3)N/N=C/c1ccccc1C(=O)O	-28%	-3.1%	17%	i	1.4	-62%	-8%	29%	-0.2%	18%
CN1CCC(=NNC(=O)c2cn(-c3ccccc3)nc2-c2ccccc2)CC1	-20%	-4.0%	2%	i	0.1	6%	6%	-2.7%	-0.2%	8%
CC(=O)c1c(C)[nH]c(C(=O)Nc2ccccn2)c1C	-53%	2.0%	-38%	i	2.3	21%	28%	0.5%	0.0%	6%
COC(=O)c1ccc(S(=O)(=O)N2Cc3ccccc3C2)cc1	-18%	-3.5%	17%	i	0.2	-17%	8%	-0.4%	-0.3%	-3%
Cc1cc(C)c(C)c(S(=O)(=O)N2CCN(C(=S)NCC3CCCO3)CC2)c1C (centres undefined)	-23%	-1.2%	-43%	i	0.3	25%	9%	-1.3%	-0.3%	-6%
Cc1ccc(N2C(=O)C(Cl)=C(N3CCCCCC3)C2=O)cc1	-13%	2.9%	-3%	i	0.5	5%	8%	-1.6%	-0.2%	5%
CCN(CC)CCCN(C(=O)c1ccc(OC)cc1)c1nc(-c2ccc(OC)cc2)cs1	6%	4.2%	19%	i	0.4	-38%[20 µM]	-4%	-1.3%	0.3%	-13%
Cc1ccc(Nc2ccc3nonc3c2[N+](=O)[O-])cc1	-13%	-6.1%	10%	i	0.3	-10%	8%	-2.5%	-0.2%	-20%
CCOc1ccc(NC(=O)c2cn(CC(C)C)c(=O)c3c2c2ccccc2n3C)cc1	-25%	-1.5%	14%	i	0.7	-4%	1%	-2.8%	-0.2%	-1%
COc1ccc(CN(CC(=O)NC2CCCC2)C(=O)c2ccc(-c3ccccc3)[nH]2)cc1	-38%	-0.7%	-3%	i	0.8	1%	-1%	-0.5%	0.2%	-12%
O=C(CSc1nnc(NC(=O)c2ccc3c(c2)OCO3)s1)NCc1ccco1	0%	2.8%	-114%	i	0.5	11%	-4%	0.8%	-0.1%	3%
CCc1ccc(-c2cnc3ccccc3n2)cc1NC(=O)CNC(=O)c1ccccc1	-51%	3.9%	-86%	i	2.0	-26%	-25%	0.5%	-0.2%	-15%
CCCCC(NC(=O)Cc1c(C)c2cc3c4c(oc3c(C)c2oc1=O)CCCC4)C(=O)O (centres undefined)	-10%	2.8%	8%	i	0.5	-7%	-3%	21%	-0.2%	-13%
O=C(O)CSc1nnc(-c2ccc(Cl)cc2Cl)n1Cc1ccccc1	-32%	-0.5%	-1%	i	1.1	-28%	16%	2.8%	0.2%	11%
CCOC(=O)c1cc(C#N)c(Oc2ccc(F)cc2)nc1-c1ccccc1	11%	4.2%	16%	i	0.4	-15%	3µM*	-0.3%	0.2%	-6%
CN(C)CCNc1oc(/C=C/c2ccccc2)nc1C#N	-38%	-6.2%	-10%	i	0.2	34%	9%	-0.3%	-0.1%	10%
CCOC(=O)Nc1nc(C)c(C(=O)N(C)C)s1	-16%	-3.1%	14%	i	1.1	19%	18%	2.0%	-0.1%	-4%
Cc1ccc(Nc2nc(-c3ccc(S(=O)(=O)N4CCOCC4)cc3)cs2)cc1Cl	2%	-0.3%	13%	i	0.4	-6%	-2%	0.2%	0.1%	5%
COc1ccc2c(C(=O)c3ccc(C)cc3)n(CCC(N)=O)[n+]([O-])c2c1	-10%	-2.6%	2%	i	0.7	20%[20 µM]	-2%	-0.7%	-0.2%	4%

Single records, as listed above. Screens in order: NOD1 inhibition | KOR beta-arrestin-1 | NOD2 inhibition | Myeloid diff MLP | Myeloid diff MLP GFP+ MAC1+ % | KOR beta-arrestin-2 | GPR55 LPI antagonism | HIV peptide binding | GPR55 beta-arrestin | GPR35 arrestin U2OS
Cc1ccc(Nc2ccc3nonc3c2[N+](=O)[O-])cc1 is listed with -13% | -6.1% | 10% | i | 0.3 | -10% | 8% | -2.5% | -0.2% | -20%
CCOC(=O)Nc1nc(C)c(C(=O)N(C)C)s1 is listed with -16% | -3.1% | 14% | i | 1.1 | 19% | 18% | 2.0% | -0.1% | -4%
CN(C)CCNc1oc(/C=C/c2ccccc2)nc1C#N is listed with -38% | -6.2% | -10% | i | 0.2 | 34% | 9% | -0.3% | -0.1% | 10%

This is a subset, so the mix of outcomes need not match the whole.
